SW480 rereplic – A quantitative high throughput screen for small molecules that induce DNA re-replication in SW480 colon adenocarcinoma cells; 340,000 compounds, 1.8% hits; SW480 DNA re-replication, Hoechst DNA content imaging, 48 h; Potency, µM (series often up to 46.1 µM), for inactives: top-dose re-replication activation, hits mostly activators; further: potency means the concentration at half of the fitted maximal effect; % of control where 0% means no effect; nearly all actives have a fitted effect of over 55% in size
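Cells (250 per well) received 23 nL compound or DMSO by pin tool and were kept 48 hr at 37 C, 5% CO2. Nuclei were then stained with Hoechst for 40 min and scanned for DNA content.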
HT1080 IDH1KD tx – qHTS for induction of synthetic lethality in tumor cells producing 2HG: qHTS for the HT-1080-IDH1KD cell line | HT-1080 IDH1 knockdown viability, ATP luminescence, 48 h | Potency, µM (highest dose often 46.1 µM), inactives show at the highest dose activity, negative = toxicity, hits mostly cytotoxic | 360,000 compounds, 2% hits | AID 686971, 2013;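 further: potency means the concentration at half of the fitted maximal effect; 0% = DMSO wells and -100% = cell-free medium wells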
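% activity derives from luminescence (CellTiter-Glo), normalised to DMSO and no-cell wells. HT-1080-IDH1KD cells, 750/well, had 48 h compound exposure at 37 °C.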
KB-3-1 tox – qHTS assay for MDR1-selective chemotherapeutics: Primary screen using the parental adenocarcinoma cell KB-3-1 | KB-3-1 viability, CellTiter-Glo ATP luminescence, 72 h | Potency, µM (doses to about 46.1 µM), inactives show at the highest dose activity change, negative = cytotoxic, hits mostly cytotoxic | 400,000 compounds, 1.4% hits | AID 1347075, 2019; further: potency means the concentration at half of the fitted maximal effect; on the % scale 0 is the no-effect control and ±100 the full control effect; nearly all actives have a fitted effect of over 60% in size
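Luminescent ATP read-out (CellTiter-Glo) measures survival of drug-naive KB-3-1 cells after 72 h compound exposure at 37 °C. Titration series was screened from lowest to highest concentration, with DMSO vehicle plates as background controls.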
D3 ag – qHTS of D3 Dopamine Receptor Agonist: qHTS; 410,000 compounds, 0.58% hits; max activation, %; D3R DiscoveRx beta-arrestin cells, luminescence, 90 min; AID 652048, 2013; D(3) dopamine receptor (Homo sapiens), P35462; in the data active means max activation above about 30%; further: 0% is about no effect; mostly tested at two doses, the higher about 12 µM
Target sequence (P35462 whole entry, looked up): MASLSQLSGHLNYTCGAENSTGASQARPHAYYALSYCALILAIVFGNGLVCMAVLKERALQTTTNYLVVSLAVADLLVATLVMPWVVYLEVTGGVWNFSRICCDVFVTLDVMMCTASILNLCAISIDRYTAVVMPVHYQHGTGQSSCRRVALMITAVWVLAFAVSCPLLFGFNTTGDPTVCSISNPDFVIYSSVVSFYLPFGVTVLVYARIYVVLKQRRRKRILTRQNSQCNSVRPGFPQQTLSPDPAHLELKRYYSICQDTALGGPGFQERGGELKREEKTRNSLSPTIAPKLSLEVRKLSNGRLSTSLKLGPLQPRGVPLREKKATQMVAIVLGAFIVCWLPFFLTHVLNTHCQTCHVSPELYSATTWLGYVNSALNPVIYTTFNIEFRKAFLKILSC
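Agonist mode: compounds and dopamine controls were applied to plated cells for 90 min at 37 degrees C after an overnight attachment at 1500 cells/well. Luminescent read-out followed 30 - 60 minutes at room temperature with DiscoveRx detection reagent.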
MCF10A rereplic – A quantitative high throughput screen for small molecules that induce DNA re-replication in MCF 10a normal breast cells; MCF 10A DNA re-replication, Hoechst nuclear intensity, 48 h; Potency, µM (series often up to 46.1 µM), for inactives: at the top dose activity, positive = re-replication, most hits filed as activators; 350,000 compounds, 2.9% hits; AID 624296, 2012; further: potency means the concentration at half of the fitted maximal effect; % of control where 0% means no effect; nearly all actives have a fitted effect of over 50% in size
IL1B secr inh – qHTS for Inhibitors of Inflammasome Signaling: IL-1-beta AlphaLISA Primary Screen; THP-1 LPS/ATP IL-1B secretion, AlphaLISA, 16 h; active compounds read low; activity change, % at 57.5 µM; 360,000 compounds, 4.7% hits; AID 743279, 2014; in the data active means activity change below about -50%; inconclusive means mostly about -30% to -49%; further: on the % scale 0 is the no-effect control and ±100 the full control effect
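THP-1 cells pretreated 1 hr with compounds (up to 57.5 uM final), then stimulated with LPS (250 ng/mL final) plus ATP (1.25 mM final); secreted IL-1B measured by AlphaLISA after 16 hr, decreased signal indicating inhibition.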
HT1080-NT tox – qHTS for induction of synthetic lethality in tumor cells producing 2HG: qHTS for the HT-1080-NT fibrosarcoma cell line; Potency, µM (series often up to 46.1 µM), inactives show top-dose activity, negative = less viability, most hits filed as cytotoxic; AID 686970, 2013; HT-1080-NT fibrosarcoma viability, CellTiter-Glo ATP luminescence, 48 h; 360,000 compounds, 1.6% hits;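 further: NT is the 2HG producing partner of a matched IDH1 knockdown line; potency means the concentration at half of the fitted maximal effect; 0% = DMSO-treated cells and -100% = media-only wells without cells; nearly all actives have a fitted effect of over 55% in size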
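750 cells/well, RPMI + 5% FBS; 2 h settle, compound pin-transfer, 48 h at 37 degrees C. CellTiter-Glo 10 min RT, luminescence. Normalized to DMSO and media-only wells.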
GLP1R cytotox – qHTS of GLP-1 Receptor Inverse Agonists: Cytotox Screen. Potency, µM (top dose mostly 38.3 µM), inactives show top-dose activity change, negative = inhibition, actives largely listed as inhibitors. HEK293 cAMP-luciferase reporter cells, luminescence, 24 h. 410,000 compounds, 0.13% hits;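 further: loss of luciferase light is scored as toxicity; potency means the concentration at half of the fitted maximal effect; on the % scale 0 is the no-effect control and ±100 the full control effect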
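Step one: seed cells (200 cells/uL, DMEM with 10% Nu serum, 1% pen-strep). Step two: 12-hour incubation at 37 deg C. Step three: pin 23 nL compound, incubate 24 hr. Step four: add luciferase reagent, read luminescence 12 min later.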
KB-V1 MDR tox – qHTS assay for MDR1-selective chemotherapeutics: Primary screen using the drug-selected MDR subline cells KB-V1; KB-V1 MDR cells viability, CellTiter-Glo, 72 h; Potency, µM (doses to about 46.1 µM), without a hit: top-dose activity change, negative = cytotoxicity, actives largely listed as cytotoxic; 400,000 compounds, 3.4% hits; AID 1347076, 2019; further: potency means the concentration at half of the fitted maximal effect; on the % scale 0 is the no-effect control and ±100 the full control effect; nearly all actives have a fitted effect of over 60% in size
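KB-V1, DMEM (no phenol red) + 10% FBS; cpd pin-transferred, titration series; 72 h, 37 degrees C; CellTiter-Glo, luminescence. Data normalized, curve-fit.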
Starred values were filed as active, the others as inactive; [ ] = remark or other dose. Unless noted, the call rests on the fitted dose curve; in most records, active means well fitted curve in the direction sought with a large enough effect; inconclusive means small, poorly fitted or top-dose-only effect, or another doubt; inactive means no such curve, though single readings can be large; an effect the other way counts as inactive or inconclusive. Compounds as they come; any-hit rate near 11%.

What do the screens show for `CNc1nc2cccnc2s1`?
SW480 rereplic: -35%[inhibitor]; HT1080 IDH1KD tx: 5%; KB-3-1 tox: 3%; D3 ag: 2; MCF10A rereplic: -6%; IL1B secr inh: 12; HT1080-NT tox: 8%; GLP1R cytotox: -2%; KB-V1 MDR tox: -3%

Results for O=c1[nH]c(CN2CCN(S(=O)(=O)/C=C/c3ccccc3)CC2)nc2cc(Cl)ccc12 ?
SW480 rereplic: inconclusive; HT1080 IDH1KD tx: 21µM*; KB-3-1 tox: 23µM*; D3 ag: -4; MCF10A rereplic: 18µM*; IL1B secr inh: -8; HT1080-NT tox: 9.2µM*; GLP1R cytotox: -7%; KB-V1 MDR tox: inconclusive

How did O=C(N/N=C/c1ccsc1)C1CC1 do in these assays?
SW480 rereplic: -23%; HT1080 IDH1KD tx: 5%; KB-3-1 tox: 1%; D3 ag: -4; MCF10A rereplic: -2%; IL1B secr inh: -7; HT1080-NT tox: 1%; GLP1R cytotox: -4%; KB-V1 MDR tox: 0%

How did OC[C@@H]1CN(Cc2ccc3c(c2)OCO3)C[C@H](n2cnc3c(N4CCCC4)ncnc32)O1 do in these assays?
HT1080 IDH1KD tx: 18%; KB-3-1 tox: 0%; D3 ag: 0; IL1B secr inh: -19; HT1080-NT tox: 4%; GLP1R cytotox: 2%; KB-V1 MDR tox: 9%

Results for Cc1cc(C(=O)NC(=S)Nc2cccc(NC(=O)C(C)C)c2)ccc1[N+](=O)[O-] ?
SW480 rereplic: -5%; HT1080 IDH1KD tx: -3%; KB-3-1 tox: 1%; D3 ag: -2; MCF10A rereplic: 2%; IL1B secr inh: -15; HT1080-NT tox: -5%; GLP1R cytotox: 0%; KB-V1 MDR tox: 1%

What do the screens show for `O=C(c1cc(S(=O)(=O)N2CCOCC2)c(Cl)cc1Cl)N1CCN(S(=O)(=O)c2cccc(F)c2)CC1`?
SW480 rereplic: inconclusive; HT1080 IDH1KD tx: -10%; KB-3-1 tox: 11%; D3 ag: -2; MCF10A rereplic: 3%; IL1B secr inh: -7; HT1080-NT tox: -3%; GLP1R cytotox: -3%; KB-V1 MDR tox: -15%

Results for CCN1CCCC1CNC(=O)c1ccccc1Cl (configuration not stated) ?
SW480 rereplic: -10%; HT1080 IDH1KD tx: 0%[9.24 µM]; KB-3-1 tox: 0%; D3 ag: -24; MCF10A rereplic: 8%; IL1B secr inh: -2; HT1080-NT tox: -2%; GLP1R cytotox: 53%[activator]; KB-V1 MDR tox: -20%

Results for O=C(Cc1ccc2c(c1)OCCO2)Nc1cc(Cl)ccc1N1CCOCC1 ?
SW480 rereplic: -6%; HT1080 IDH1KD tx: 1%; KB-3-1 tox: -5%; D3 ag: 5; MCF10A rereplic: inconclusive; IL1B secr inh: 22; HT1080-NT tox: -9%; GLP1R cytotox: -3%; KB-V1 MDR tox: 2%

Results for COc1cccc(S(=O)(=O)N(C)C[C@H]2Oc3ncc(Br)cc3C(=O)N([C@H](C)CO)C[C@H]2C)c1 ?
HT1080 IDH1KD tx: 11%; KB-3-1 tox: 12%; D3 ag: 0; IL1B secr inh: 7; HT1080-NT tox: 12%; GLP1R cytotox: -34%; KB-V1 MDR tox: 20%

How did Cc1ccc(N=Cc2c(C)[nH]n(-c3ccccc3)c2=O)nc1 do in these assays?
SW480 rereplic: inconclusive; HT1080 IDH1KD tx: -15%; KB-3-1 tox: -13%; D3 ag: 5; MCF10A rereplic: 0%; IL1B secr inh: 25; HT1080-NT tox: -9%; GLP1R cytotox: 2%; KB-V1 MDR tox: 10%

What do the screens show for `CC(O)(CS(=O)(=O)Cc1ccccc1)C(=O)Nc1cccc(C(F)(F)F)c1` (configuration not stated)?
SW480 rereplic: -20%; HT1080 IDH1KD tx: inconclusive; KB-3-1 tox: 1%; D3 ag: 6; MCF10A rereplic: 18%; IL1B secr inh: 14; HT1080-NT tox: 24%; GLP1R cytotox: -1%; KB-V1 MDR tox: 15µM*

How did COc1ccc(CCN2CC(C(=O)N(C)Cc3ccc(C)o3)CCC2=O)cc1 (configuration not stated) do in these assays?
SW480 rereplic: -15%; HT1080 IDH1KD tx: 14%; KB-3-1 tox: 0%; D3 ag: 5; MCF10A rereplic: -3%; IL1B secr inh: 4; HT1080-NT tox: inconclusive; GLP1R cytotox: -5%; KB-V1 MDR tox: -7%

What do the screens show for `O=C(COC(=O)c1cnccn1)c1ccc2ccccc2c1`?
SW480 rereplic: 0%; HT1080 IDH1KD tx: 6%; KB-3-1 tox: 16%; D3 ag: 1; MCF10A rereplic: 6%; IL1B secr inh: -1; HT1080-NT tox: 0%; GLP1R cytotox: -5%; KB-V1 MDR tox: 19%

Results for NC(=O)c1ccsc1NC(=O)COC(=O)C1=NNC(=O)CC1 ?
SW480 rereplic: -12%; HT1080 IDH1KD tx: 1%; KB-3-1 tox: 7%; D3 ag: -1; MCF10A rereplic: 0%; IL1B secr inh: 6; HT1080-NT tox: -3%; GLP1R cytotox: 1%; KB-V1 MDR tox: 8%

How did CC(C)(C)c1ccc(C(=O)NCCCNC(=O)c2ccccn2)cc1 do in these assays?
SW480 rereplic: -8%; HT1080 IDH1KD tx: 2%; KB-3-1 tox: 0%; D3 ag: -4; MCF10A rereplic: 0%; IL1B secr inh: 10; HT1080-NT tox: 0%; GLP1R cytotox: 3%; KB-V1 MDR tox: -10%

What do the screens show for `CC1Cc2ccccc2N1C(=O)CSc1ncccn1` (configuration not stated)?
SW480 rereplic: inconclusive; HT1080 IDH1KD tx: 8%; KB-3-1 tox: 3%; D3 ag: -10; MCF10A rereplic: 4%; IL1B secr inh: -16; HT1080-NT tox: 1%; GLP1R cytotox: 26%; KB-V1 MDR tox: 10%

How did O=C(COc1ncnc2ccccc12)Nc1cc(S(=O)(=O)N2CCOCC2)ccc1Cl do in these assays?
SW480 rereplic: 0%; HT1080 IDH1KD tx: -18%; KB-3-1 tox: -2%; D3 ag: -8; MCF10A rereplic: 7%; IL1B secr inh: 23; HT1080-NT tox: -13%; GLP1R cytotox: -18%; KB-V1 MDR tox: 0%

Results for CC(=NNC(=S)Nc1ccccc1)c1ccccn1 ?
HT1080 IDH1KD tx: inconclusive; KB-3-1 tox: inconclusive; D3 ag: 1; IL1B secr inh: inconclusive; HT1080-NT tox: inconclusive; GLP1R cytotox: -32%; KB-V1 MDR tox: inconclusive

How did Clc1ccccc1C1CC(c2ccccc2)=Nc2ccccc2N1 (configuration not stated) do in these assays?
SW480 rereplic: 1%; HT1080 IDH1KD tx: inconclusive; KB-3-1 tox: inconclusive; D3 ag: 4; MCF10A rereplic: inconclusive; HT1080-NT tox: -26%; GLP1R cytotox: 5%; KB-V1 MDR tox: -27%

Results for COc1ccc(/C(C)=N\NC(=O)CNC(=O)C(c2ccccc2)c2ccccc2)cc1OC ?
SW480 rereplic: 2%; HT1080 IDH1KD tx: inconclusive; KB-3-1 tox: 9%; D3 ag: 7; MCF10A rereplic: 1%; IL1B secr inh: 51; HT1080-NT tox: inconclusive; GLP1R cytotox: -5%; KB-V1 MDR tox: -22%

What do the screens show for `O=C(CN(Cc1cccs1)C(=O)c1csnn1)NC1CCCC1`?
SW480 rereplic: -8%; HT1080 IDH1KD tx: 6%; KB-3-1 tox: 15%; D3 ag: 1; MCF10A rereplic: 4%; IL1B secr inh: -7; HT1080-NT tox: 8%; GLP1R cytotox: -16%; KB-V1 MDR tox: 16%

Results for COc1ccc(N(CCCN2C(=O)c3cccc4cccc(c34)C2=O)C(=O)c2cccnc2)cc1 ?
SW480 rereplic: 4%; HT1080 IDH1KD tx: inconclusive; KB-3-1 tox: -3%; D3 ag: -5; MCF10A rereplic: 3%; IL1B secr inh: 35; HT1080-NT tox: -9%; GLP1R cytotox: -1%[7.66 µM]; KB-V1 MDR tox: inconclusive

What do the screens show for `N#Cc1sc(NCc2cccc(Cl)c2)nc1Cl`?
SW480 rereplic: 20%; HT1080 IDH1KD tx: inconclusive; KB-3-1 tox: -23%; D3 ag: -8; MCF10A rereplic: inconclusive; IL1B secr inh: -17; HT1080-NT tox: 23µM*; GLP1R cytotox: -16%; KB-V1 MDR tox: inconclusive

What do the screens show for `CC(=O)Nc1ccc(Nc2ccc3c4c(cc(=O)n3C)-c3ccccc3C(=O)c24)cc1`?
SW480 rereplic: -10%; HT1080 IDH1KD tx: -2%; KB-3-1 tox: inconclusive; D3 ag: -5; MCF10A rereplic: -1%; IL1B secr inh: inconclusive; HT1080-NT tox: 1%; GLP1R cytotox: -4%; KB-V1 MDR tox: -2%

What do the screens show for `CCOC(=O)c1ccccc1NC(=O)Cn1c(=O)n(Cc2nc(-c3ccccc3)no2)c(=O)c2ccccc21`?
KB-3-1 tox: -5%; D3 ag: -13; GLP1R cytotox: 1%; KB-V1 MDR tox: 11%

What do the screens show for `C[C@H](NC(=O)c1nc[nH]c1C(=O)NC[C@@H](C)O)c1ccccc1`?
HT1080 IDH1KD tx: 0%; KB-3-1 tox: -15%; D3 ag: 3; IL1B secr inh: 8; HT1080-NT tox: -2%; GLP1R cytotox: 18%; KB-V1 MDR tox: 2%
